From PubChem
ERa SRC1 pot – enhances coactivator binding to human estrogen receptor alpha | P03372 | coactivator binding (% of control), % at 25.6 µM | hit rate 1.3% among 86,000 | TR-FRET ERalpha-LBD/SRC-Cy5 coactivator binding, 2 h; 100 = basal binding, no effect | AID 639; in the data active = activity above about 200%;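 note: binding measured in presence of low estradiol as agonist stimulus; 0% = peptide alone without receptor and 100% = receptor with peptide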
MT1-MMP txn act – MT1-MMP promoter transcription activation. HT1080 MT1-MMP promoter luciferase reporter, luminescence, overnight; active compounds read high. activation factor at 10 µM. hit rate 0.16% among 86,000. AID 750;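 active = activation factor of at least 2 for MT1-MMP transcription at 10 µM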
sEH activator – activators of human soluble epoxide hydrolase | P34913 | purified human sEH enzymatic activity, activator screen | activation, % at 2 µM | hit rate 0.04% among 91,000 | AID 717; in the data active = activation above about 37%; note: values of inactives mirror those of a sister screen read the other way
Target sequence (P34913 whole entry, looked up): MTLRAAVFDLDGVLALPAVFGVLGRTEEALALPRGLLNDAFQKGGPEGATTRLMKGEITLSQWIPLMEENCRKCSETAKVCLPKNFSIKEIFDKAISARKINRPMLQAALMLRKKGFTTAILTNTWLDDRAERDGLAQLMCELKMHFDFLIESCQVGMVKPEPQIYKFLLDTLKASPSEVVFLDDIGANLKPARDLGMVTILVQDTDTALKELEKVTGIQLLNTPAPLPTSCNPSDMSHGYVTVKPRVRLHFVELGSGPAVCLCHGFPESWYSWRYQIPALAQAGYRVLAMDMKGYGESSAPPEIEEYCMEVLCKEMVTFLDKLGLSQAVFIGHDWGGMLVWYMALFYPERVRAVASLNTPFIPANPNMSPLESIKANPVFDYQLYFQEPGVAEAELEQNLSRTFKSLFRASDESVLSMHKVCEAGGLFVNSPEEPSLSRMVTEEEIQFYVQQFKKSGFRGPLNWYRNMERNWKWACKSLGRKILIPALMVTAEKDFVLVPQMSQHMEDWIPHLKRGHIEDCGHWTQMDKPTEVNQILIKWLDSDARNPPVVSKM
Smad3 inh – Smad3 (human) transcription factor binding inhibition; P84022; TR-FRET Smad3/Dy647-FoxH1 peptide binding, europium anti-His; inhibition, % at 25 µM; hit rate 0.29% among 88,000; AID 630;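 active = compounds that reduce the energy-transfer binding signal between the protein and its labelled peptide by more than half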;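 note: 0% = Smad3 plus labelled peptide maximal FRET and 100% = peptide-only background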
Target sequence (P84022 whole entry, looked up): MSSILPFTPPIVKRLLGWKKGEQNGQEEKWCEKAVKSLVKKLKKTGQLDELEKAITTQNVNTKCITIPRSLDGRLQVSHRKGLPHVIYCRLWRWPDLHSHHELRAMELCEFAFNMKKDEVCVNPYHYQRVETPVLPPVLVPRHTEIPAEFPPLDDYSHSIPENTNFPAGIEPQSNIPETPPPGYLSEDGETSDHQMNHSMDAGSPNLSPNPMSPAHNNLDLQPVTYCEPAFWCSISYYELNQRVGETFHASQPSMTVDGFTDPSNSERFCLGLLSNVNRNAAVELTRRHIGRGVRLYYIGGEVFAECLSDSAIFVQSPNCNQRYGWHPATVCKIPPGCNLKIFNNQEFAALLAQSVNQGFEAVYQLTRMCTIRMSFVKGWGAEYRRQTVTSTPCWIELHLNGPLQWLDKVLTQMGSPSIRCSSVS
sEH inh – blocks human soluble epoxide hydrolase activity | P34913 | inhibition, % at 2 µM | AID 707 | recombinant human sEH enzymatic activity assay | hit rate 0.34% among 91,000; in the data active = inhibition above about 80%; note: values of inactives mirror those of a sister screen read the other way; many of its hits are not listed in these tables
ERb coact inh – blocks coactivator binding to human estrogen receptor beta; TR-FRET ER-beta LBD / SRC1-Cy5 peptide binding; receptor agonist-loaded with 1 µM estradiol; inhibition, % at 25.6 µM; hit rate 1.3% among 86,000; AID 633;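 active = compounds whose percent inhibition of the receptor-coactivator binding signal exceeds about 50% in the single-dose screen, limit read from the data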;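 note: 0% = receptor plus peptide wells without compound and 100% = peptide-only wells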
CD11b adhes enh – enhancers of human CD11b/CD18 binding to fibrinogen; P05107+P11215; K562 CD11b/CD18 adhesion to fibrinogen, ATPlite luminescence; activation, % at 10 µM; hit rate 0.07% among 93,000;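 active = 10 µM primary screen giving 50% or more activity, confirmed by 40% or more on retest at that dose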; note: strong numbers were not always called active; reference of the scale not given here
CD11b adhes inh – blocks human CD11b/CD18 adhesion to fibrinogen; K562 CD11b/CD18 adhesion to fibrinogen, ATPlite luminescence; Mn2+ added to activate the integrin; inhibition, % at 10 µM; hit rate 0.54% among 93,000; P05107+P11215;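 active = primary inhibition of 50% or more at 10 µM, then 40% or more on retest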; note: some results filed as inactive read as strong as hits
Candida biofilm – kills Candida albicans biofilms | C. albicans biofilm + clotrimazole, Alamar Blue | inhibition, % at 6 µM | hit rate 0.14% among 85,000 | AID 834;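 active = inhibition above 20%; inactive = inhibition below 20%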;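 note: preformed 24 hr biofilms exposed to compound for 48 hr; 0% = biofilm without compound and 100% = blank killed by clotrimazole plus chlorhexidine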
Starred values were filed as active, the others as inactive; nt = no result given; [ ] = dose if it differs, or a comment. An excerpt. The share of hits here may be higher or lower than overall.

SMILES	ERa SRC1 pot	MT1-MMP txn act	sEH activator	Smad3 inh	sEH inh	ERb coact inh	CD11b adhes enh	CD11b adhes inh	Candida biofilm
COc1ccccc1CNC(=O)c1ccc(CNc2c(N3CCCC3)c(=O)c2=O)cc1	110[fluorescence artefact?]	1.2	nt	-7	nt	3[fluorescence artefact?]	-5	5	14
CC(/C(O)=C(\C#N)c1nc2ccccc2n1C)N1C(=O)c2ccccc2C1=O (stereo unspecified)	114	1	-1	6[fluorescence artefact?]	1	-4	-2	6	8
O=C(/C=C/NNC(=O)c1ccc(Br)cc1)c1ccccc1	99	0.9	-9	13	11	-9	-2	-4	4
CC(C)n1c(SCC(=O)Nc2ccccc2)nc2c1c(=O)n(C)c(=O)n2C	106	1	7	5	-5	2	nt	nt	6
O=C(Nc1ccc2c(c1)OCO2)c1nn(-c2ccccc2)c(=O)c2ccccc12	96	1.2	6	3	-4	-7	2	-23	2
CCn1cc([N+](=O)[O-])c(C(=O)Nc2nc(-c3ccc(C)c(C)c3)c(C)s2)n1	nt	nt	2	nt	-2	nt	-3	0	nt
N#Cc1sc2nc3c(c(-c4cccnc4)c2c1N)CCC3	91[fluorescence artefact?]	1.1	16	3	-18	-9	nt	nt	6
COc1ccc(S(=O)(=O)N(CC(=O)N/N=C/c2cccs2)c2ccc(C)cc2)cc1OC	nt	nt	-4	nt	6	nt	-2	8	nt
Cc1ccc(C(=O)C(C)Oc2cccc(NC(=O)c3ccco3)c2)cc1 (stereo unspecified)	83	1.3	-3	-2	6	5	nt	nt	4
Cc1ccccc1NC(=O)c1cccc(N2C(=O)C3C4CCC(C4)C3C2=O)c1 (stereo unspecified)	nt	nt	8	nt	-7	nt	0	-4	nt
O=S(=O)(Cc1ccccc1)c1ccccc1-c1nnc(-c2ccccc2)o1	nt	nt	-7	nt	9	nt	-2	-4	nt
COc1ccc(NC(=O)CSC2=NC(=O)CC(C)=N2)cc1	91	1.1	11	2	-10	1	nt	nt	10
Cc1noc(C)c1CS(=O)(=O)c1ccc(Br)cc1	nt	nt	1	nt	-1	nt	-6	7	nt
O=C(O)Cc1coc(-c2ccc(F)cc2)n1	107	1.2	2	8	-1	-1	3	-10	6
Cn1c(SCC(=O)NC2CCCCC2)nnc1-c1cccc(N)c1	101	1.2	1	2	-1	-24	nt	nt	5
Cc1cccc(NC(=O)CCS(=O)(=O)c2cccc3nsnc23)c1C	100	1	0	7	3	-2	nt	nt	7
O=C(Nn1cnc2ccccc2c1=O)C1CCCCC1	114	1.2	7	-4	-7	-6	-5	-11	2
Nc1cc(N)cc(-c2nc3ccccc3o2)c1	120	0.8	nt	2	nt	-1	nt	nt	3
CC(NC(=O)c1ccc(Cl)cc1)C(=O)NC1=NCCS1 (stereo unspecified)	122	1.2	6	0	-8	-3	1	8	2
CCOC(=O)c1sc(N)c(C#N)c1COC(=O)CNC(=O)c1cc(OC)c(OC)c(OC)c1	nt	nt	-14	nt	16	nt	2	-2	nt
O=S(=O)(NN=C1CCCCCCC1)c1ccc(Br)cc1	108	1.1	-14	7	18	2	nt	nt	8
CC(=O)Oc1ccc(N(C(C)=O)S(=O)(=O)c2cccs2)cc1	87	1.1	-5	-2	8	6	-6	8	0
CN(C)c1cccc(-c2nnc(SCCCC#N)o2)c1	125[fluorescence artefact?]	0.9	27	-6	-26	2	nt	nt	7
Cn1c(SCc2cccc(F)c2)nnc1-c1ccccn1	118	1.6	1	-2	-2	1[fluorescence artefact?]	-6	-2	3
FC(F)(F)c1nnc(-c2ccccc2)nc1Oc1ccc(Cl)cc1Cl	nt	nt	0	nt	1	nt	6	11	nt
O=C(NCCCn1ccnc1)c1noc2c1CCc1ccccc1-2	126	1.3	nt	5[fluorescence artefact?]	nt	-4	-3	4	2
COC(=O)c1[nH]c2cccc(OC)c2c1NC(=O)CN1CCC(C(N)=O)(N2CCCCC2)CC1	nt	1.1	4	nt	-4	nt	-2	-9	nt
CNCc1ccccc1OCC(=O)Nc1ccccc1	102	1.9	-9	-1	9	-4	-1	-9	0
Cc1cc(OC(=O)c2ccc(Cl)cc2)cc(=O)n1C	nt	nt	4	nt	-2	nt	4	3	nt
CCOC(=O)CSc1nc(C(C)(C)C)cc(C(F)(F)F)c1C#N	113	1.2	3	-25	-3	-12	-1	-8	3
c1ccc(C2CC3CC(c4ccccc4)N2O3)cc1 (stereo unspecified)	104	1.3	4	-1	-4	-7[fluorescence artefact?]	nt	nt	1
CC(C)CCNC(=O)CCCn1c(=O)[nH]c2ccc(Br)cc2c1=O	116	1.1	nt	-4	nt	1	0	0	10
COc1ccccc1COCC(O)CNCC1(N2CCCCC2)CCCCC1 (stereo unspecified)	nt	1	-9	nt	6	nt	-4	2	nt
CC(C)(C)c1cc(C(=O)N2CCc3ccccc32)ccn1	96	1.1	13	-1	-11	0	0	-1	1
COc1cc(CNc2ncn[nH]2)cc(Br)c1OC	131	1.2	8	-1	-10	1	-1	-6	5
CC(NC(=O)CN1C(=O)COc2ccccc21)c1ccccc1 (stereo unspecified)	108[fluorescence artefact?]	1	nt	14	nt	-2[fluorescence artefact?]	-4	2	4
COc1cc2[nH]c(=O)n(Cc3ccc(C(=O)NCCCN4CCN(C)CC4)cc3)c(=O)c2cc1OC	114	1	-7	1	10	-9	3	-16	-1
O=C(CN1CCN(Cc2ccccc2)CC1)N1CCCc2c1c(=O)oc1ccc(O)cc21	82	1	15	5	-16	-10	0	18	-2
CN(C1CCCCC1)S(=O)(=O)c1ccc(NC(=O)c2ccco2)cc1	107	1	-54	3	55	-9	-1	-19	5
CCN(CC)CCCN1C(=O)C(O)=C(C(=O)c2ccco2)C1c1ccc(OC(C)C)cc1 (stereo unspecified)	133	0.9	-7	4	8	3	0	2	2
Cc1ccc(S(=O)(=O)N2CCCC2)cc1C(=O)O	nt	nt	20	nt	-16	nt	-2	9	nt
CCN(CC)CC(C)OC(=O)COc1ccc(OC)cc1 (stereo unspecified)	110	1.1	7	28[fluorescence artefact?]	-4	-12[fluorescence artefact?]	nt	nt	7
COc1ccc(S(=O)(=O)Cc2ccc(C(=O)N3CCN(c4cc(Cl)ccc4C)CC3)o2)cc1	119	1.1	7	7	-4	-8[fluorescence artefact?]	17	13	3
Cc1cc(C2C(C#N)=C(N)Oc3n[nH]c(C)c32)c(C)s1 (stereo unspecified)	105	1.2	-10	2	11	-21	nt	nt	4
CCN(C1CCCCC1)S(=O)(=O)c1ccc(C(=O)O)cc1	118	1	-1	4	4	-7	0	-53	5
Cn1nc(C(=O)NCC2CCCO2)c2ccccc2c1=O (stereo unspecified)	96	1	nt	4	nt	1	-3	-17	8
O=C(Nc1c(-c2ccccc2)nc2ccccn12)c1ccco1	109	1.3	-5	11	5	-7	nt	nt	5
Cc1ccc(-n2c(CCC(=O)O)ccc2-c2cccs2)cc1	85	1.4	-21	12	23	3	-3	19	3
Cc1ccc2nc(CCc3nc4ccc(C)cc4o3)oc2c1	108[fluorescence artefact?]	1	-12	-9	13	6	2	-9	-1
O=C(CC(c1ccccc1)c1ccccc1O)N1CCCC1 (stereo unspecified)	89	1.1	-12	-9	11	-10	-5	-2	5
COC(=O)CC1=Nc2ccccc2NC(=O)C1	100	1.1	-6	-1	6	10	0	-7	7
CC(=O)c1sc(NC(=O)c2cc3c(C)nn(-c4ccccc4)c3s2)nc1C	106[fluorescence artefact?]	1	8	-25	-5	-7	-2	0	8
CCn1nc(C)c(C(=O)Nc2cc(Oc3ccc(Cl)cc3)cc([N+](=O)[O-])c2)c1C	nt	nt	-4	nt	5	nt	-3	-2	nt
CCn1c(-c2cccc(Cl)c2)n[nH]c1=S	106	1.1	-1	2	0	-1	-3	-2	nt
CCS(=O)(=O)N1Cc2ccccc2CC1C(=O)Nc1ccc(C)cc1 (stereo unspecified)	nt	nt	7	nt	-4	nt	0	2	nt
CN(C)c1cccc2c(S(=O)(=O)N3CCOCC3)cccc12	94[fluorescence artefact?]	1.1	nt	9	nt	15[fluorescence artefact?]	0	-29	5
COc1cccc(OCCn2ccnc2)c1	103	1.3	-3	17	6	-17	nt	nt	-2
O=C1CC(c2ccco2)CC(O)=C1C=NCC1NCCc2ccccc21 (stereo unspecified)	110	1.1	-6	4	9	5[fluorescence artefact?]	nt	nt	1
O=c1c2cccc3c2c(nn1-c1ccccc1)-c1ccccc1-3	nt	nt	9	nt	-9	nt	121	-36	nt
COCCn1c(SCC(=O)NCc2ccccc2)nnc1-c1ccco1	100	1.3	-6	-4	6	-1	nt	nt	-3
New compounds follow:
SMILES	ERa SRC1 pot	MT1-MMP txn act	sEH activator	Smad3 inh	sEH inh	ERb coact inh	CD11b adhes enh	CD11b adhes inh	Candida biofilm
C(=N/n1c2ccccc2c2ccccc21)/c1ccco1	nt	1	-2	nt	0	nt	5	-4	nt
COc1cc(C)c(S(=O)(=O)Nc2ccccc2F)cc1C	129	1	-6	8	7	0	-1	-14	0
COC(=O)[C@@H](NC(=O)NCc1cccs1)C(C)C	98	1.2	-9	-1	10	18[fluorescence artefact?]	-3	-6	7
COCCCN1C(=O)c2ccc(C(=O)Nc3cccc(OC)c3)cc2C1=O	119	1.3	2	1	1	-3	-5	-4	3
O=C(Nc1ccc2c(c1)OCO2)C1CCCCN1S(=O)(=O)c1ccccc1 (stereo unspecified)	93	1	0	-3	0	-13	10	-4	-3
O=c1ncn(-c2ccc(F)cc2)c2ncccc12	nt	nt	23	nt	-19	nt	-3	-7	nt
Cn1ncc(N=Cc2ccccc2)c1C(=O)Nc1cccc(Cl)c1	106	1.1	14	10	-10	-4	55	0	1
CCNS(=O)(=O)c1ccc(NC(=O)c2cccnc2)cc1	117[fluorescence artefact?]	1	nt	4	nt	-5	-3	5	-1
CCCC(=O)C1=C(O)C(C(=O)OC)C(C)(C)CC1=Nc1ccccc1 (stereo unspecified)	116	nt	14	-1	-12	2	-1	5	9
CCOC(=O)c1c(NCC2CCCO2)c2ccccc2[nH]c1=O (stereo unspecified)	101	1.1	-7	-4	7	-3	-4	14	7
Cc1ccc(NC(=O)N/C=C/c2ccccc2)cc1	nt	nt	-48	nt	48	nt	-3	0	nt
CC(=O)Nc1ccc(Nc2ncnc3c2cnn3-c2ccccc2)cc1	85	1.3	-7	12	7	13	nt	nt	4
CSc1cccc(NC(=O)C(C)Sc2ccc(C)cc2)c1 (stereo unspecified)	110	1.2	-1	8	3	0	-2	10	4
CC(C)c1ccc(NC(=O)c2csnn2)cc1	106	0.8	-27	-1	27	3	2	-5	4
Cc1ccc(OCC(=O)N2N=C(C(F)(F)F)CC2(O)C(C)(C)C)cc1C (stereo unspecified)	89	1.4	-13	13	10	0	-7	80*	-1
O=C(Cn1c(SCC(=O)N2CCCc3ccccc32)nc2ccccc21)N1CCCC1	108[fluorescence artefact?]	1.2	-9	-2	10	7	nt	nt	10
Cc1cc(=O)n2[nH]cnc2n1	106	1.1	nt	-3	nt	-6	1	-4	4
CCNS(=O)(=O)c1ccc(NS(=O)(=O)c2cc(C)ccc2C)cc1	82	1.1	14	0	-10	-1	-2	-1	-2
